Compound activity deposited in PubChem BioAssay by The Scripps Research Institute Molecular Screening Center.
LYPLA1 inh – LYPLA1 inhibitors, primary screen, counter-screen for PME1 inhibitor project, biochemical, fluorescence polarization, FP-Rh probe ABPP | Acyl-protein thioesterase 1 (Homo sapiens), O75608 | AID 2174, 2009 | hit rate 0.16% among 320,000 | recombinant LYPLA1 | inhibition, % at 5.9 µM;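 active means inhibition above the mean of all tested compounds plus 3 SD, set per campaign, cut at about 14% in these data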;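 further: inhibitors block serine hydrolase probe labeling of LYPLA1 so polarization falls; 0% = enzyme with DMSO and 100% = wells lacking LYPLA1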
GSTO1 counter – inhibitors of recombinant GSTO1, primary screen, counter-screen for RBBP9 inhibitor project, biochemical, fluorescence polarization | inhibition, % at 5.96 µM | Glutathione S-transferase omega-1 (Homo sapiens), P78417 | AID 1974, 2009 | activity-based probe fluorescence polarization | hit rate 1.1% among 300,000;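 active means inhibition above the campaign mean inhibition plus 3 SD, cut at about 35% in these data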;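 further: 0% = GSTO1-1 with DMSO and 100% = wells lacking GSTO1-1 enzyme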
Target sequence (P78417 whole entry, looked up): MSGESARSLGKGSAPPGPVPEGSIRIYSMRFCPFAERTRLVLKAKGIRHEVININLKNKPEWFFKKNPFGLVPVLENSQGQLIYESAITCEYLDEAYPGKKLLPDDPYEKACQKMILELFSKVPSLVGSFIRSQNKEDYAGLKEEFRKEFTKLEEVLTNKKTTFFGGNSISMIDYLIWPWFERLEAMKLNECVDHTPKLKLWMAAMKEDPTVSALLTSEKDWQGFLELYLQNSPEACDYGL
PAFAH1B2 FP inh – PAFAH1B2 enzyme inhibitors, primary screen, biochemical, fluorescence polarization, human; recombinant PAFAH1B2, FP-rhodamine activity probe; AID 492953, 2010; inhibition, % at 3.39 µM; Platelet-activating factor acetylhydrolase IB subunit alpha2 (Homo sapiens), P68402; hit rate 1.2% among 340,000;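 active means inhibition above the mean of all tested compounds plus 3 SD, cut at about 24% in these data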;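 further: 0% = enzyme with DMSO and 100% = wells lacking PAFAH1B2; many of its hits are not listed in these tables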
PAD4 inh – human PAD4 inhibitors, primary screen, biochemical, fluorescence polarization, 1536-well format; Protein-arginine deiminase type-4 (Homo sapiens), Q9UM07; AID 485272, 2010; inhibition, % at 6.36 µM; hit rate 0.41% among 330,000; recombinant PAD4, RCA probe fluorescence polarization;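 active means percent inhibition above a cutoff equal to the mean of all tested compounds plus 3 SD, cut at about 15% in these data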;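 further: 0% = PAD4 with RCA probe and DMSO and 100% = probe without PAD4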
Target sequence (Q9UM07 whole entry, looked up): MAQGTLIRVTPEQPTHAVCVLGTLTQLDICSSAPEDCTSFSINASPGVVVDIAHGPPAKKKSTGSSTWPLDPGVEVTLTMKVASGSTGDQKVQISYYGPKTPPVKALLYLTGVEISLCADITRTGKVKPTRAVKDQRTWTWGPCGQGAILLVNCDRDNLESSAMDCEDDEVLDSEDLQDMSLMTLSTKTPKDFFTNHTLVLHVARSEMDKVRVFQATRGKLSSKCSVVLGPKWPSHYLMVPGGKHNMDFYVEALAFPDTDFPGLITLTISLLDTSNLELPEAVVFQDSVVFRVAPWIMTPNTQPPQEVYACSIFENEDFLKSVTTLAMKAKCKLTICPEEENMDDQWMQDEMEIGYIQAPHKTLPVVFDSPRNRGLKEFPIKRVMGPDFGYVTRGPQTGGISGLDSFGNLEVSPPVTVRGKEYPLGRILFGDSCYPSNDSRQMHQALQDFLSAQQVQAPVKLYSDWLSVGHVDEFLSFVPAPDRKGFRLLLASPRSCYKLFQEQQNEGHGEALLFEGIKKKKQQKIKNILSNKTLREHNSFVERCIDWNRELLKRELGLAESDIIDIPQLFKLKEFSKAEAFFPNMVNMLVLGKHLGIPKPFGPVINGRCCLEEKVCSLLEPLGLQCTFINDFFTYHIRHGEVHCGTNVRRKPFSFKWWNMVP
PAFAH1B3 inh – PAFAH1B3 enzyme inhibitors, primary screen, biochemical, fluorescence polarization, human. AID 492972, 2010. Platelet-activating factor acetylhydrolase IB subunit alpha1 (Homo sapiens), Q15102. hit rate 0.28% among 340,000. recombinant PAFAH1B3, FP-rhodamine probe. inhibition, % at 3.39 µM;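 active means inhibition above the screen-wide average of all tested compounds plus 3 SD, cut at about 25% in these data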;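 further: 0% = enzyme with DMSO only and 100% = wells lacking PAFAH1B3 protein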
LYPLA2 counter – LYPLA2 inhibitors, primary screen, counter-screen for PME1 inhibitor project, biochemical, fluorescence polarization, FP-Rh probe ABPP; Acyl-protein thioesterase 2 (Homo sapiens), O95372; recombinant LYPLA2; inhibition, % at 5.9 µM; hit rate 0.38% among 320,000;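 active means inhibition above the screen-wide mean plus 3 SD, limit set per campaign, cut at about 26% in these data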;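 further: 0% = LYPLA2 with DMSO and 100% = wells lacking LYPLA2 enzyme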
PAFAH2 inh – PAFAH2 enzyme inhibitors, primary screen, biochemical, fluorescence polarization, human | recombinant PAFAH2, FP-rhodamine activity probe | inhibition, % at 3.39 µM | hit rate 0.99% among 340,000 | AID 492956, 2010;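 active means inhibition above the mean over all tested compounds plus 3 SD, cut at about 30% in these data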;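 further: inhibitors block probe labeling of enzyme so polarization drops; 0% = enzyme with DMSO and 100% = wells lacking PAFAH2 protein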
PREPL inh – PREPL enzyme inhibitors, primary screen, biochemical, fluorescence polarization; Prolyl endopeptidase-like (Homo sapiens), Q4J6C6; recombinant PREPL, fluorescence polarization activity-based probe; inhibition, % at 5.96 µM; hit rate 0.68% among 320,000; AID 2751, 2010; in the data active means inhibition above about 43%;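 further: 0% = enzyme with DMSO and 100% = wells lacking enzyme; many of its hits are not listed in these tables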
pPAFAH FP inh – pPAFAH enzyme inhibitors, primary screen, biochemical, fluorescence polarization, human. inhibition, % at 3.39 µM. hit rate 1.5% among 330,000. recombinant pPAFAH, FP-rhodamine probe fluorescence polarization;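 active means inhibition above the mean inhibition across the screen plus 3 SD, cut at about 25% in these data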;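 further: inhibitors block binding of the rhodamine activity-based probe so polarization drops; 0% = enzyme with DMSO and 100% = wells lacking pPAFAH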
* = called active by the depositor; · = no result given. This is a subset; count on the stated rates, not on these rows.

Second line of a record – LYPLA1 inh	GSTO1 counter	PAFAH1B2 FP inh	PAD4 inh	PAFAH1B3 inh	LYPLA2 counter	PAFAH2 inh	PREPL inh	pPAFAH FP inh
CCCSc1nnc(N2C(=O)C(O)=C(C(=O)c3ccco3)C2c2ccccc2F)s1 (stereo unspecified)
 : 1	-21	-1	-12	5	-3	18	-1	1
NC(=O)CC(NC(=O)OCc1ccccc1)C(=O)O (stereo unspecified)
 : 2	2	0	8	2	3	3	9	2
CCOC(=O)C1(Cc2ccccc2C)CCCN(C(=O)c2ccc(OC)o2)C1 (stereo unspecified)
 : -1	0	-1	-5	3	-3	2	7	0
CC(C)COc1ccc(C(=O)N/C(=C\c2cccc([N+](=O)[O-])c2)C(=O)O)cc1
 : -3	-1	4	0	-8	3	1	4	13
COc1ccc(OC)c(/C=C2\SC(=S)N(NS(=O)(=O)c3ccc(C)cc3)C2=O)c1
 : -8	3	-1	1	9	-4	14	-5	26*
Cc1cc(C(=O)OCC(=O)c2cccs2)c2ccccc2n1
 : -2	-2	3	-3	-2	31*	2	7	1
Cc1cccc(NC(=O)CCC(=O)Nc2nnc(C3CCCCC3)s2)c1
 : 4	-4	0	-6	-1	-5	-10	15	-2
O=C(c1ccco1)N1CCN(c2ncnc3c2[nH]c2ccc(Cl)cc23)CC1
 : -3	-5	·	-6	·	-11	·	32	-3
COc1ccc(CCNC(=O)CN2C(=O)c3ccccc3S2(=O)=O)cc1
 : 2	3	-2	0	10	-1	-2	-6	2
COc1ccc(CNC(=O)C2CCCN(S(=O)(=O)c3ccc(-n4cnnn4)cc3)C2)cc1 (stereo unspecified)
 : 1	3	11	-2	-3	1	-9	-5	3
CCn1c(SCC(=O)N2CCc3ccccc32)nnc1-c1c[nH]c2ccccc12
 : 3	7	8	3	6	3	4	8	4
CC(C)c1ccc(S(=O)(=O)c2cc3cc(Br)ccc3oc2=O)cc1
 : 2	-3	4	2	4	0	0	2	3
CN1CCN(Cc2c(O)ccc3occ(C(=O)c4ccccc4)c23)CC1
 : -3	3	0	-4	5	4	3	11	-3
Cc1cccc(NC(=O)C2(c3ccccc3)CCOCC2)c1
 : -3	-4	6	-3	8	-6	6	5	-6
CC(CC1CC(C)(C)OC1=O)C(=O)Nc1nncs1 (stereo unspecified)
 : 2	-6	-1	2	6	6	-3	5	4
O=C(c1ccccc1)c1ccc(COC(=O)c2cnccn2)cc1
 : 1	2	1	-1	4	-3	1	-2	-2
Cc1cc2ccccc2n2c(SCC(=O)N3CCc4ccccc4C3)nnc12
 : 2	6	1	6	5	2	-1	-11	-6
O=C1[C@H]2CCC=C[C@H]2[C@H](c2ccccc2Br)N1Cc1ccccc1
 : ·	·	2	-1	6	·	1	·	6
COc1ccccc1-n1c(SC(C)C(=O)NCC2CCCO2)nc2cc(Cl)ccc2c1=O (stereo unspecified)
 : 0	1	7	2	1	-1	3	13	-4
COc1ccc2c(CC(=O)OCC(=O)Nc3ccc(C)cc3)coc2c1
 : 0	·	7	2	1	4	-6	-7	23
CC1=Nc2ccccc2N=C(NC(=O)c2ccccc2)C1c1ccc(Cl)cc1 (stereo unspecified)
 : -8	-6	6	-8	-4	-21	8	16	0
CCOC(=O)c1[nH]c2ccccc2c1NC(=O)CC(C)C
 : -2	7	-4	2	-6	2	14	-3	3
COc1ccc(C2(C)NC(=O)N(CC(=O)NC3CC3)C2=O)cc1 (stereo unspecified)
 : ·	·	4	3	9	·	1	4	2
Cc1ccc(NC(=O)CSc2nnnn2C)cc1S(=O)(=O)N(C)C
 : 0	6	6	3	5	6	6	1	0
O=C(Nc1ccc2ccccc2n1)Nc1cccs1
 : -1	-1	4	3	11	4	-4	0	-1
CCc1ccc(NC(=O)/C(C#N)=C/c2cc3ccc(C)cc3nc2N2CCOCC2)cc1
 : 3	4	1	-1	-5	2	-17	-6	5
CN(c1ccccc1)S(=O)(=O)c1ccc(C(=O)N2CCc3ccccc3C2)cc1
 : 0	4	6	4	4	-1	8	17	-2
COCCC(=O)N1CCC(Oc2ccc(C(=O)N(C)Cc3cc(C)no3)cc2)CC1
 : -1	0	1	-8	-6	-4	-5	-5	4
O=C(CSc1nnc(NCc2ccccc2)s1)NC1CCS(=O)(=O)C1 (stereo unspecified)
 : 2	0	2	0	7	-1	-4	-9	-2
CC(=O)N(C)c1ccc(NC(=O)CCN2C(=O)c3ccccc3C2=O)cc1
 : -1	2	2	0	1	1	-3	-14	9
O=C(Nc1ccc2c(c1)OCO2)C1CCCN(c2nc3ccccc3s2)C1 (stereo unspecified)
 : -2	11	3	-2	17	5	15	7	5
O=[N+]([O-])c1cc(Oc2cccnc2)cc([N+](=O)[O-])c1
 : -2	6	-6	-5	-3	1	3	-2	0
Cc1ccc(C(=O)N/N=C/c2cc(Br)ccc2O)cn1
 : -8	3	5	-6	14	-8	-1	11	1
Cc1ccccc1C(=O)N1CCC(n2nccc2NC(=O)C2CC2)CC1
 : 7	4	1	-1	5	8	-2	2	-3
CC(=O)N[C@@H](CC(=O)N[C@H](CCC(=O)O)C(=O)O)C(=O)O
 : 1	12	-4	1	4	3	8	-5	2
O=C(CCN1C(=O)c2cccc3cccc(c23)C1=O)N1CCN(c2ccccc2F)CC1
 : 5	2	-1	-6	5	4	-8	-19	7
O=[N+]([O-])c1ccc(Oc2cc(NC3CCCCCCC3)c([N+](=O)[O-])cc2[N+](=O)[O-])cc1
 : 4	-6	11	-8	4	5	10	3	11
O=C1NC2(CCCCC2)C(=O)N1c1ccccc1
 : 0	-8	2	0	7	-6	2	4	-4
Cc1ccccc1CSc1nnc([C@@H]2CCCN2)o1
 : -1	-3	0	0	2	4	-1	10	-3
CCCCn1c(CCC(=O)O)ccc1-c1cccs1
 : -1	4	10	-4	-2	-1	4	2	28*
Cc1cccc(OCCNc2ccc(C(F)(F)F)cc2[N+](=O)[O-])c1
 : 0	5	-5	-2	6	-4	1	9	-3
O=C(O)c1ccc(Nc2nc3c(s2)CCCC3)cc1
 : -1	0	4	0	-7	-9	-4	4	-1
CCOc1ccc(NC(=O)CN(C)C(=O)C2CC(=O)N(Cc3ccco3)C2)cc1OCC (stereo unspecified)
 : -1	·	4	3	9	0	6	4	-2
CSCCC(NC(=O)C1CCC(C)CC1)C(=O)NCCN1CCOCC1 (stereo unspecified)
 : 1	6	-3	2	1	-5	-4	8	-6
Cc1cccc(NC(=S)NC2CC3CCCC(C2)N3Cc2cccs2)c1 (stereo unspecified)
 : 0	5	3	-4	3	4	14	-7	8
Cn1nc(C(=O)N2CCN(c3ccc(Cl)cc3)CC2)c2c1-c1ccccc1S(=O)(=O)C2
 : -3	0	3	-2	8	10	2	15	6
CN(Cc1ccccc1)C(=O)c1cccnc1
 : -3	1	-4	-1	7	-2	-7	-3	4
Cc1ccc(SC(C)C(=O)Nc2ncn[nH]2)cc1 (stereo unspecified)
 : -1	7	0	3	0	-3	3	-1	-1
CCCn1c(SCC(=O)N2CCN(c3ccc(OC)cc3)CC2)nc2c1c(=O)n(C)c(=O)n2C
 : 0	-2	1	2	0	2	0	29	4
Oc1ccc(N=Nc2n[nH]c(-c3ccc(Cl)cc3)n2)cc1
 : -7	-7	7	-6	11	-7	6	7	4
O=C(O)c1ccc(N=N/C(=N\Nc2ccc(C(=O)O)cc2)c2ccccc2)cc1
 : 5	39*	3	1	-2	8	6	0	27*
CC(=O)Nc1sc2c(c1C#N)CCCCC2
 : 5	1	7	-4	10	-3	-4	-5	-2
O=C(OCCCN=C1NS(=O)(=O)c2ccccc21)c1cccs1
 : 0	17	1	7	12	-1	5	0	3
CCOc1ccc(S(=O)(=O)N2CCOCC2)cc1NC(=O)CSC(=S)N1CCCC1
 : -1	2	-2	-2	2	4	4	-11	-2
CC(NC(=O)CCc1nnc(-c2ccc(-c3ccccc3)cc2)o1)c1nc2ccccc2[nH]1 (stereo unspecified)
 : -7	-6	9	-6	10	-2	-3	-8	7
O=C(NCCC1=CCCCC1)c1ccc(Cl)c([N+](=O)[O-])c1
 : -3	3	8	-8	3	-4	-5	8	-5
CCOC(=O)Cn1nc(C)c(NC(=O)COc2ccc(OC)cc2)c1C
 : -2	2	4	4	-3	-2	-5	-2	0
COC(=O)[C@@H](NC(=O)c1cc(COc2cncc(Cl)c2)on1)c1ccccc1
 : 1	0	4	0	2	13	-5	3	0
Cc1cc(OCCCC(=O)NCCN2C(=O)S/C(=C\c3cccnc3)C2=O)ccc1Cl
 : -1	-4	5	0	1	9	-7	-3	12
CCN(CC(=O)Nc1ccc2c(c1)OCCO2)C(=O)c1ccc(C(F)(F)F)cc1
 : 0	9	0	-3	12	3	8	6	3

(further entries)
Second line of a record – LYPLA1 inh	GSTO1 counter	PAFAH1B2 FP inh	PAD4 inh	PAFAH1B3 inh	LYPLA2 counter	PAFAH2 inh	PREPL inh	pPAFAH FP inh
CC1CC(C)CN(S(=O)(=O)c2cccc3cccnc23)C1 (stereo unspecified)
 : -1	-2	14	4	9	-9	4	6	-2
O=C(OCc1ccc(Cl)cc1Cl)c1ccncc1
 : -4	6	3	3	5	4	1	13	1
COc1ccc(CCNC(=O)COc2ccc(N(C)S(=O)(=O)c3ccc(C)cc3)cc2)cc1OC
 : 1	1	2	-5	7	-5	1	6	1
CCn1c2c(c(=N)c3c1CCC3)CCCC2
 : 0	-4	·	-5	·	1	·	3	4
CCOc1ccc(S(=O)(=O)N(CC)CC(=O)NCc2cccnc2)cc1
 : -4	3	9	-8	6	-2	8	15	3
O=C(c1ccc(OC2CCN(Cc3ccc(C(F)(F)F)cc3)CC2)cc1)N1CCCCC1
 : 2	5	-6	2	-4	5	-8	-7	-3
CCOc1ccc(-c2[nH]ncc2-c2csc(C)n2)c(O)c1
 : -5	2	2	2	12	0	2	0	0
CC(=O)NCCc1ccc(C(=O)COC(=O)c2ccco2)cc1
 : ·	·	-2	-1	10	·	-4	0	0
CN(C1CC(C)(C)N(O)C(C)(C)C1)S(=O)(=O)CC12CCC(CC1=O)C2(C)C (stereo unspecified)
 : -2	-11	3	4	9	-2	-9	13	-10
COc1ccc(-c2nnc(SCC(=O)NC3CC3)o2)cc1
 : -1	·	-3	-2	14	5	5	0	1
c1ccc(CN2CCN(CCN3CCn4c3nc3ccccc34)CC2)cc1
 : 0	0	8	2	3	-2	2	10	-2
COC(=O)c1ccc(C2/C(=C(\O)c3cccc(OC)c3)C(=O)C(=O)N2CCCN(C)C)cc1 (stereo unspecified)
 : 2	-1	3	-3	0	1	6	4	4
O=C1CCCc2nc(N3CCc4ccccc43)ncc21
 : -1	-2	7	-4	-7	7	-10	-7	-5
O=C(CN1C(=O)CCS(=O)(=O)c2ccccc21)Nc1cccc(F)c1
 : -5	15	2	-1	6	0	-2	-4	1
CCOC(=O)c1ccc(NS(=O)(=O)c2ccc3[nH]c(=O)[nH]c3c2)cc1
 : 5	-31	2	12	-1	11	3	0	-1
